Assay outcomes deposited in PubChem BioAssay by National Center for Advancing Translational Sciences (NCATS).
Mito fusion yeast: qHTS Assay for Small Molecule Inhibitors of Mitochondrial Division or Activators of Mitochondrial Fusion; S. cerevisiae fusion-defective mutant growth rescue, CellTiterGlo 48 h; Potency, µM (series often up to 46.1 µM), for inactives: at the highest dose growth rescue (activation), hits mostly activators; 320,000 compounds, 0.23% hits; AID 485298, 2010;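 further: potency means the concentration at half of the fitted maximal effect; % of control where 0% means no effect; nearly all actives have a fitted effect of over 45% in size; temperature-sensitive fusion mutants such as fzo1-1 at 37 °C on non-fermentable ethanol glycerol medium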
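Luminescent cell viability in 1536-well qHTS format served as the measure of rescued growth in ts fusion-mutant S. cerevisiae cultured on non-fermentable YPEG for 48 hours at 37C.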
USP2a block: qHTS Assay for Inhibitors of Ubiquitin-specific Protease USP2a Using CHOP2 as the Reporter | Ubiquitin carboxyl-terminal hydrolase 2 (Homo sapiens), O75604 | USP2 core, Ub-CHOP2 coupled fluorogenic reporter, 485/531 | Potency, µM (highest dose often 38.3 µM), for the others: at the highest dose activity change, negative = inhibition, usual class: inhibitors | 330,000 compounds, 0.01% hits | AID 463254, 2010;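 further: potency means the concentration at half of the fitted maximal effect; plate controls were DMSO wells for no effect and full inhibition by NEM control for full effect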
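Cell-free coupled assay: 10nM USP2 core preincubated 30min RT with compound in Tris-HCl pH 8.0/CaCl2/CHAPS buffer, then 25nM Ub-CHOP2 and 25nM reporter substrate; fluorescence (Ex 485/Em 531) read after 60min RT, normalized to NEM inhibition, concentration-response curves fitted.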
S-ASM inh: Inhibitors of Secretory Acid Sphingomyelinase (S-ASM): qHTS; Sphingomyelin phosphodiesterase (Homo sapiens), P17405; placental ASM, HMU-PC fluorogenic substrate, 60 min; Potency, µM (highest dose often 57.5 µM), inactives show at the top dose activity change, negative = inhibition, hits mostly inhibitors; 340,000 compounds, 0.006% hits; AID 504937, 2011; further: potency means the concentration at half of the fitted maximal effect
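HMU-PC0 cleavage (9 uM final) by human placental ASM, 60 min at 37 °C following 10 min compound exposure at RT; stopped at pH 10, fluorescence Ex 386/Em 447 nm.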
BCR signal inh: qHTS Assay to Find Inhibitors of Chronic Active B-Cell Receptor Signaling; ABC-DLBCL IkBa-CBG/CBR reporter, luminescence ratio, 4 h; Potency, µM (top dose mostly 46.1 µM), for inactives: at the top dose ratio change, negative = lower green/red ratio, hits mostly inhibitors; 340,000 compounds, 0.05% hits; active means well fitted inhibition curve with a large enough effect in the signal ratio, with a control signal flat, not every such curve was filed as active; inconclusive means small, poorly fitted or top-dose-only effect, or effect the other way, or a change in a side signal; the % refers to the signal ratio;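 further: potency means the concentration at half of the fitted maximal effect; plate controls were basal doxycycline-induced cells for no effect and cells given 10 µM MG132 for full effect; MG132 reads +100%, hits lower the ratio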
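Concentration-response series (up to 46 uM) were applied to TMD8 dual-reporter cells for 4 h at 37C with doxycycline. Green/red ratio, after filter-overlap correction, defined %Activity; red signal alone was normalised to basal cells and zero luminescence.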
Eya2 inh: qHTS Assay for Inhibitors of the Phosphatase Activity of Eya2. recombinant Eya2, OMFP fluorescence dephosphorylation (OMFP is methylfluorescein phosphate). 330,000 compounds, 0.006% hits. AID 488837, 2010. Potency, µM (highest dose often 76.9 µM), for the others: at the top dose activity, negative = inhibition, hits mostly inhibitors; further: potency means the concentration at half of the fitted maximal effect; on the % scale 0 is the no-effect control and ±100 the full control effect
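Eya2 protein (added as 0.2 uM solution) was preincubated with compound for 10 min at ambient temperature in 50 mM HEPES pH 7.5, 50 mM NaCl, 5 uM MgCl2, 0.05% BSA, 1 mM DTT. OMFP (added at 50 uM) then reacted 10 min; fluorescence read at 485/525 nm.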
Menin-MLL TR inh: qHTS Assay for Inhibitors Targeting the Menin-MLL Interaction in MLL Related Leukemias: Competition With Texas Red Labeled MLL-derived Mutant Peptide; O00255; Menin + Texas Red MLL mutant peptide, fluorescence polarization; Potency, µM (doses to about 61.6 µM), for the others: at the top dose FP activity change, negative = inhibition, usual class: inhibitors; 270,000 compounds, 0.23% hits; AID 1768, 2009; active means well fitted inhibition curve with a large enough effect in the polarisation, with a control signal flat, not every such curve was filed as active; inconclusive means small, poorly fitted or top-dose-only effect, or effect the other way, or a change in a side signal; inactive means no such curve, though single readings can be large or run the other way; the % refers to the polarisation; further: potency means the concentration at half of the fitted maximal effect; % of control where 0% means no effect; many of its hits are not listed in these tables
MBNL1-CUG inh: qHTS Assay for Inhibitors of MBNL1-poly(CUG) RNA binding | Muscleblind-like protein 1 (Homo sapiens), Q9NR56 | AID 2675, 2010 | 280,000 compounds, 0.036% hits | Potency, µM (titrated, usually from 57.5 µM), for inactives: at the top dose activity change, negative = inhibition, hits mostly inhibitors | TR-FRET MBNL1-His/biotin-(CUG)12 binding, 665/545 ratio; active means well fitted inhibition curve with a large enough effect in the signal ratio, with a control signal flat, not every such curve was filed as active; inconclusive means small, poorly fitted or top-dose-only effect, or effect the other way, or a change in a side signal; inactive means no such curve, though single readings can be large or run the other way; the % refers to the signal ratio; further: potency means the concentration at half of the fitted maximal effect; on the % scale 0 is the no-effect control and ±100 the full control effect
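TR-FRET between His-tagged MBNL1 and biotin-(CUG)12 RNA, detected with Tb anti-His antibody (0.055 ng/ul) and streptavidin-XL665 (5 nM), 60 min at room temperature. Compounds titrated 92 nM to 58 uM; 665/545 nm ratio normalized to buffer and complex controls.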
TSHR antag: Antagonists of the Thyroid Stimulating Hormone Receptor: HTS campaign | activity change, negative = inhibition, % at 11.5 µM | 330,000 compounds, 0.2% hits | TSHR-expressing cells, TSH-stimulated cAMP HTRF, 2 h; hits give low values | Thyrotropin receptor (Homo sapiens), P16473;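 active means activity change below a set negative limit, meaning inhibition stronger than a set level, cut at about -70% in these data; inconclusive means activity change between two set negative limits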; further: on the % scale 0 is the no-effect control and ±100 the full control effect
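Freshly harvested TSHR cells receive pin-tooled compound, then EC80 TSH at 4nM final. After 2 hours at 37 deg C, antibody in lysis buffer and cAMP-d2 are added; 30 minutes at ambient temperature precede the HTRF read.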
PKM2 act: qHTS Assay for Activators of Human Muscle isoform 2 Pyruvate Kinase | Pyruvate kinase PKM (Homo sapiens), P14618 | purified PKM2, Kinase-Glo ATP luminescence, activation; response scale: 0% is enzyme alone, no compound | Potency, µM (doses to about 57.5 µM), for the others: at the top dose activation, hits mostly activators | 260,000 compounds, 0.34% hits | AID 1631, 2009; further: potency means the concentration at half of the fitted maximal effect; on the % scale 0 is the no-effect control and ±100 the full control effect; nearly all actives have a fitted effect of over 55% in size
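hPK-M2, >95% pure; 0.1 mM ADP / 0.5 mM PEP final; imidazole pH7.2 buffer w/ 7 mM MgCl2, 50 mM KCl; 1 h RT; Kinase-Glo lum. Intermediate enzyme activity for dual inhibitor/activator qHTS.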
hERG WT inh: qHTS for Inhibitors of KCHN2 3.1: Wildtype qHTS; U2OS, BacMam KCNH2, thallium flux FluxOr; hits give low values; Voltage-gated inwardly rectifying potassium channel KCNH2 (Homo sapiens), Q12809; AID 720551, 2013; 340,000 compounds, 0.37% hits; activity change, % at 1.84 µM;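 active means maximum activity change below -70%; inconclusive means maximum activity change between -70% and -50%; inactive means maximum activity change above -50%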; further: on the % scale 0 is the no-effect control and ±100 the full control effect
Target sequence (Q12809 whole entry, looked up): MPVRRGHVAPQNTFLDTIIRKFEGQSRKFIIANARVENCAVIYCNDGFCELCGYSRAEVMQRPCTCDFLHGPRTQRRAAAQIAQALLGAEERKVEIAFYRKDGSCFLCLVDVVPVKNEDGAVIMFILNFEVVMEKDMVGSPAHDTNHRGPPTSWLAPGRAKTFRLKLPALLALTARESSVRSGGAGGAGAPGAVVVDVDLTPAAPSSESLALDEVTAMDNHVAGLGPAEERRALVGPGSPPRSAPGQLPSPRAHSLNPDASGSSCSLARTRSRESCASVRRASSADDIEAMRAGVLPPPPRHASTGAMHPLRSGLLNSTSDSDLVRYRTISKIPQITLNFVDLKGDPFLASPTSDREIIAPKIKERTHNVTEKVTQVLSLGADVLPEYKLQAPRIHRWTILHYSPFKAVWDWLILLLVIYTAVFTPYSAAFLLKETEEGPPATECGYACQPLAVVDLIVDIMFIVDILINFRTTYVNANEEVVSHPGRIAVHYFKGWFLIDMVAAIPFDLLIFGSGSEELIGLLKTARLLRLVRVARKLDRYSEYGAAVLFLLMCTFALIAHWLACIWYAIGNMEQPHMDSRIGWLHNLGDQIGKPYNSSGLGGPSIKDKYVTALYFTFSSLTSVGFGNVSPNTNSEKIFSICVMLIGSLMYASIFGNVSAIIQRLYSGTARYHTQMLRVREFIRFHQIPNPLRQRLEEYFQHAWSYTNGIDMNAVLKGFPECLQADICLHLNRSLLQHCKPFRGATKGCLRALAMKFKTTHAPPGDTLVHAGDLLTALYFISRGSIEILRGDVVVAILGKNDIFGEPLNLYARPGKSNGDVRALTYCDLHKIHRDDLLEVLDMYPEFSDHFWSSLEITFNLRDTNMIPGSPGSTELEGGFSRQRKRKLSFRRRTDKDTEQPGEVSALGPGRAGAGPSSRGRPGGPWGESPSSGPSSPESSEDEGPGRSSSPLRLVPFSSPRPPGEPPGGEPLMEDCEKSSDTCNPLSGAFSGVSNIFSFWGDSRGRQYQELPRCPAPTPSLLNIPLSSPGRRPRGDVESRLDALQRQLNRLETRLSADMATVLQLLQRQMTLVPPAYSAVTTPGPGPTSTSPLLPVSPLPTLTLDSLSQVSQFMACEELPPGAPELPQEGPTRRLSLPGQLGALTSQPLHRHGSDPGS
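U2OS cells were transduced with wild-type KCNH2 virus (2.03 x 10^8 / mL) for 4 h at room temperature, then cultured overnight at 37 C. Thallium flux was read with FluxOr dye. Rate constants were normalized to DMSO controls.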
GALK inhibitor: qHTS Assay for Inhibitors of Human Galactokinase (GALK) | P51570 | Purified GALK, Kinase-Glo residual ATP luminescence | Potency, µM (series often up to 57.5 µM), without a hit: at the highest dose activity change, negative = inhibition, usual class: inhibitors | 270,000 compounds, 0.007% hits | AID 1868, 2009; further: potency means the concentration at half of the fitted maximal effect; on the % scale 0 is the no-effect control and ±100 the full control effect
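Human GALK (5 nM) with 35 uM ATP and 100 uM galactose in 20 mM HEPES pH 8.0, 5 mM MgCl2, 60 mM NaCl, 1 mM DTT, 0.01% BSA. After 1 h at room temperature, leftover ATP was read by Kinase-Glo Plus luminescence.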
Active calls of the source: *; ? = inconclusive; / = not tested or not shown; [ ] = another dose, or the depositor's remark. Unless noted, the call rests on the fitted dose curve; in most records, active means well fitted curve in the direction sought with a large enough effect; inconclusive means small, poorly fitted or top-dose-only effect, or another doubt; inactive means no such curve, though single readings can be large; an effect the other way counts as inactive or inconclusive. This is a subset, so the mix of outcomes need not match the whole.

SMILES	Mito fusion yeast	USP2a block	S-ASM inh	BCR signal inh	Eya2 inh	Menin-MLL TR inh	MBNL1-CUG inh	TSHR antag	PKM2 act	hERG WT inh	GALK inhibitor
COc1ccc(S(=O)(=O)Nc2cccc(SC)c2)cc1C(=O)N1CCOCC1	-7%	1%	-1%	?	-12%	-20%	-3%	-6	/	8	0%
CC(=O)Nc1ccc(NC2=CC(=O)c3ccccc3C2=O)cc1	-18%	0%	19%	-6%	7%	?	?	9	/	2	0%
O=C1c2ccccc2C(=O)c2c(Nc3ccc(CCO)cc3)ccc(O)c21	-30%	3%	-9%	-1%	2%	?	?	-1	-13%	14	/
CCN(CC)S(=O)(=O)c1ccc(/C=C/C(=O)OCC(=O)N(C)C)cc1	3%	-1%	1%	0%	6%	-3%	?	-2	2%	5	-1%
COc1ccc2c(C)c(Cl)c(=O)oc2c1	0%	-2%	5%	0%	2%	-6%	14%	-3	2%	-6	-1%
COc1ccc(-c2nc(N)ncc2-c2ccc(Cl)cc2)c(O)c1	-6%	-7%	-9%	?	-1%	49%[activator]	6%	1	/	0	1%
Cc1cccc(NC(=S)NCC(c2cccnc2)N2CCOCC2)c1 (stereo not drawn)	-1%	5%	0%	0%	-2%	7%	-2%	0	-2%	-4	2%
COc1ccc(N2CCN(C(=O)C3CCCN(S(=O)(=O)c4ccc5c(c4)oc(=O)n5C)C3)CC2)cc1 (stereo not drawn)	-2%	1%	0%	4%	2%	/	2%	1	/	-3	-3%
CCCc1cc(=O)[nH]c(SCC(=O)Nc2sc3c(c2C#N)CCCC3)n1	5%	-4%	-1%	-4%	-7%	/	-6%	-10	-6%	-5	-3%
Cc1cc(C)c2nc(SCCc3ccccc3)nc(C)c2c1	2%	8%	-4%	?	26%	-4%	3%	-9	9%	5	0%
O=C(NCC1CCCO1)C1CCCN1C(=O)NC1CCCCC1 (stereo not drawn)	-7%	3%	0%	0%	7%	-8%	5%	-8	-2%	-24	3%
Cc1cc(NC(=O)c2cccc(S(=O)(=O)N3CC(c4ccccc4)CC3=O)c2)no1 (stereo not drawn)	-3%	0%	-3%	7%	-13%	18%	1%	7	4%	-4	0%
Cn1c(Cn2c(=O)sc3ccccc32)nnc1SCC(=O)NCc1ccccc1	0%	2%	5%	4%	-2%	-14%	-17%	-5	0%	4	0%
COc1ccc(C(=O)Nc2ccccc2C(=O)Nc2ccncc2)cc1	-4%	1%	/	?	-1%	32%[activator]	2%	-16	-8%	-1	-5%
O=C1C(=O)c2ccccc2C(O)=C1c1ccccc1F	3%	-1%	4%	6%	-3%	?	?	-23	-6%	0	-2%
Cn1c(SCCC#N)nnc1-c1ccc(F)cc1	6%	1%	/	-5%	9%	0%	-4%	-3	3%	/	14%
Cc1nc(SCCc2ccccc2)[nH]c(=O)c1C	19%	0%	-1%	5%	12%	-1%	1%	-3	/	9	0%
Cc1cccc(NC(c2ccc(O)cc2)c2ccc3ccc(C)nc3c2O)n1 (stereo not drawn)	-2%	1%	4%	?	7%	3%	22%	-2	15%	4	0%
O=C1CC(N2CCN(Cc3ccc4c(c3)OCO4)CC2)C(=O)N1c1ccccc1 (stereo not drawn)	5%	2%	6%	2%	3%	?	8%	9	4%	3	0%
COC(=O)c1ccc(C(=O)OCCCc2nc3ccc(N)cc3[nH]2)cc1	-2%	2%	-2%	-24%	7%	-1%	-6%	-10	?	8	-2%
COc1ccc(/C=C/C(=O)NC(=S)Nc2ccc(S(=O)(=O)Nc3cc(OC)ncn3)cc2)cc1	2%	10%	-8%	-18%	9%	?	2%	-10	2%	-29	-6%
NC(=O)c1ccc(C23CC4CC(CC(C4)C2)C3)o1	-4%	3%	3%	1%	-6%	1%	2%	-35	0%	-19	0%
CCCSc1nc2c(c(=O)[nH]c(=O)n2C)n1Cc1ccc(C)cc1	-9%	7%	-1%	?	-1%	4%	2%	-10	3%	-6	4%
CCOC(=O)c1csc(NC(=O)c2ccc(S(=O)(=O)N(C)C)cc2)n1	3%	1%	2%	7%	-2%	-7%	3%	3	-5%	-1	4%
CCOc1cccc(-c2nn3c(-c4ccco4)nnc3s2)c1	-2%	2%	1%	4%	20%[15.4 µM]	-13%	-5%	-13	1%	7	1%
O=c1cc(N2CCCCC2)c(-c2ccccc2)nn1Cc1ccccc1	5%	-12%	-4%	8%	4%	?	-5%	12	-5%	-2	-2%
Cc1cccc(C(=O)OCC(=O)NCc2ccc3c(c2)OCO3)c1C	/	-6%	0%	?	-13%	/	/	/	/	24	/
Cc1csc(SCC(=O)Nc2nc3ccccc3s2)n1	-3%	-1%	0%	?	-6%	8%	-4%	-1	-1%	-32	-7%
CC(C)CN1CCNC(=O)C1CC(=O)NCCc1ccc(C(F)(F)F)cc1 (stereo not drawn)	0%	4%	9%	5%	2%	-4%	9%	6	4%	3	-3%
Cc1c(NC(NC(=O)CC(C)C)C(Cl)(Cl)Cl)c(=O)n(-c2ccccc2)n1C (stereo not drawn)	-7%	1%	3%	-3%	-8%	-11%	2%	1	-6%	-6	7%
CCN(CC)C(=O)N1c2ccccc2C=Cc2ccccc21	5%	-3%	-5%	6%	-15%	-12%	16%	-20	-1%	3	-2%
O=C(Nc1cccc(S(=O)(=O)N2CCCCCC2)c1)c1cc(=O)c2ccccc2o1	29%	-11%	-12%	?	6%	34%[activator]	14%	-35	1%	3	4%
COc1ccc(NC(=O)CCNS(=O)(=O)c2ccc3c(c2)CCC(=O)N3)cc1	0%	2%	-1%	1%	-6%	-12%	-7%	0	-5%	-14	-5%
Cc1c(-c2ccc(F)cc2)nc(N)c(C#N)c1-c1cccs1	0%	6%	12%	?	-18%	?	87%[activator]	-7	3%	1	/
CCCCOC(=O)c1cc(=O)[nH]c(=O)[nH]1	-5%	-1%	-2%	-4%	?	24%	-9%	16	3%	6	8%
Cc1ccccc1Nc1nc(N)nc(COC(=O)[C@@H](NC(=O)c2c(F)cccc2F)C(C)C)n1	0%	0%	0%	?	-7%	/	/	-1	/	0	/
CN(Cc1nnc(-c2ccc(F)cc2)o1)c1ccccc1	3%	2%	-1%	?	10%	/	0%	-7	/	7	1%
COc1ccc(CN2CC(C(=O)NCCC3=CCCCC3)CC2=O)cc1 (stereo not drawn)	-5%	4%	0%	3%	10%	3%	-4%	32	-5%	7	0%
Cc1ccc(NC(=O)c2ccco2)c(NC(=O)c2cccs2)c1	-3%	0%	0%	-2%	5%	4%	-11%	1	-2%	-7	0%
COC12NC(=O)N(C)C1(OC)C(=O)N(C)C(=O)N2C (stereo not drawn)	-11%	3%	4%	0%	8%	-13%	14%[11.5 µM]	2	-9%	-1	/
O=C(NCCCN1CCOCC1)c1ccc2c(c1)N(Cc1ccc(Cl)cc1)C(=O)c1ccccc1S2=O (stereo not drawn)	-4%	-1%	7%	?	5%	11%	0%	-97*	1%	9	0%
O=C(O)CCC(=O)NNc1ccccc1[N+](=O)[O-]	-6%	3%	-1%	-3%	-17%	5%	21%[11.5 µM]	20	-8%	0	/
COC(=O)c1cc(-c2c(C)nn(-c3ccccc3)c2C)n[nH]1	10%	0%	4%	?	-20%	8%	-1%	2	-7%	-6	1%
